Compound activity from PubChem BioAssay.
HSF1 activator: increases HSF-1 driven luciferase reporter signal | NIH3T3-HGL HSF-1 luciferase reporter, MG132, 8 h; 100% = twice DMSO control signal | activation, % at 9 µM | hit rate 1.7% among 300,000 | AID 504408;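 active = mean replicate activation of at least 50% with a set share of replicates each reaching 50%; inconclusive = only one of those two conditions met; inactive = mean below 50% and too few replicates reaching it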;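 note: 0% = median of the neutral control wells and 100% = twice that signal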
HSF1 inh: HSF1 inhibition; NIH3T3-HGL HSE-luciferase, MG132-induced, luminescence 8 h; hits give low values; AID 2098; activity change, negative = inhibition, % at 7.5 µM (by protocol); hit rate 0.77% among 300,000;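 active = more than half of replicate wells show activity change below -50%, luminescence cut by over half; inconclusive = some wells, but at most half, below -50%; inactive = no replicate well below -50%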;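 note: luciferase reports HSF-1 transcriptional activity via heat shock element; 0% = median of DMSO wells and -100% = zero luminescence signal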
KLF5 inhibitor: inhibitors of KLF5 expression; DLD-1 KLF5 promoter-luciferase reporter, luminescence; inhibition, % at 5 µM; hit rate 0.23% among 290,000; AID 1700;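 active = inhibition above a per-plate limit of that plate's mean compound inhibition plus 3 SD, cut at about 60% in these data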;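 note: 0% = DMSO wells and 100% = LY294002 at 200 µM; higher means less KLF5 promoter-driven luciferase light; inactives centre near -14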
GSK3B inh: blocks human GSK3beta kinase activity; P49841; GST-GSK3beta kinase, ADP-Glo luminescence, 60 min; hits give low values; activity score (negative = inhibition), % at 10 µM; hit rate 0.038% among 300,000;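 active = more than half of replicate wells score below -50%, meaning over 50% inhibition versus plate controls; inconclusive = some replicates but at most half score below -50%; inactive = no replicate scores below -50%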;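 note: 0% = median DMSO wells and -100% = median GW8510 positive control wells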
Target sequence (P49841 whole entry, looked up): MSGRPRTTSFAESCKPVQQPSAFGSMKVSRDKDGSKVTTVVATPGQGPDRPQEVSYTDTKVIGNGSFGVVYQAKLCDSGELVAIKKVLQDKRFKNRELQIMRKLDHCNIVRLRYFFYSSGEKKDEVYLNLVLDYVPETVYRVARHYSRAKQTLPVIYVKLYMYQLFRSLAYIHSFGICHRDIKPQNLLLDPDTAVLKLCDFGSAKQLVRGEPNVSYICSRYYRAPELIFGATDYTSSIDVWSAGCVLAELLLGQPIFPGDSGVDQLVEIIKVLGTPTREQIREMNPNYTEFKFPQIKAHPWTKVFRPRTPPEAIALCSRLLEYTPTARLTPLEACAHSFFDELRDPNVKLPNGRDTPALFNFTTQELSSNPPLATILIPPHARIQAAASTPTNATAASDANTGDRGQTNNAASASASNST
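test system = GST-tagged human GSK3beta kinase, cell-free | reagent = 25 µM ATP with peptide substrate | dosing = one dose of 10 µM per compound | schedule = 60 min reaction, RT | detection = luminescent ADP-Glo measurement of ADP formed | control set = DMSO neutral wells and GW8510 at 20 µM as positive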
IEC-6 cytotox: IEC-6 cytotoxicity, counter-screen for KLF5 inhibitors. luminescence viability. inhibition, % at 5 µM. hit rate 0.78% among 290,000; in the data active = inhibition above about 22%;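 note: 0% = plate median of test compound wells and 100% = cytotoxic reference compound wells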
AI-2 QS mod: modulates the Vibrio harveyi AI-2 quorum sensing system; hit rate 0.4% among 300,000; AID 2094; activity change, % at 7.5 µM; Vibrio harveyi JMH597 AI-2 luminescence/OD600 ratio, 9 h; hits give low values; strain lacks LuxN and CqsS sensors; 0 = neutral-control median; in the data active = activity change below about -75%, passing the limit was not always enough; inconclusive = no clear call, values can overlap the other calls;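 note: luminescence divided by OD600 gain over 9 h not by final OD600 alone; inactives centre near 13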
GSK3 alpha inh: blocks human GSK-3 alpha kinase | P49840 | AID 2650 | hit rate 0.1% among 320,000 | ADP-Glo luminescence, 60 min | inhibition, % at 10 µM;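 in the data active = inhibition above about 50%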;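 note: GST-tagged GSK-3 alpha with peptide substrate and 25 µM ATP; 0% = DMSO neutral wells and 100% = GW8510 positive control wells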
Target sequence (P49840 whole entry, looked up): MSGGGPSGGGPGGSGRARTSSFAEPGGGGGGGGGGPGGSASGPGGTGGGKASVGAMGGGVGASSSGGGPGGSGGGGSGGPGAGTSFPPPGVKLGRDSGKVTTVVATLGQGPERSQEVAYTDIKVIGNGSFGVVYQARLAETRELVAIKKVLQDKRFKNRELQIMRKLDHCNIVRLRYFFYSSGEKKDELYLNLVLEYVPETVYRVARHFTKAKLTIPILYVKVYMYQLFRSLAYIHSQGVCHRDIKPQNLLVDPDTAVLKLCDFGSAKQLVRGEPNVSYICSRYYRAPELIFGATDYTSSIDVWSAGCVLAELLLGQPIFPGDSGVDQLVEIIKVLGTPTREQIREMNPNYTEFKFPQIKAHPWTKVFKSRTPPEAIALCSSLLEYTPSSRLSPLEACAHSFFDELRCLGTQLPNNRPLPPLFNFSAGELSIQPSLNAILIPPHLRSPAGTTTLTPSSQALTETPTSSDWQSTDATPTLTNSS
HIF activator: HIF pathway transcriptional activation. U2OS HRE-luciferase reporter, luminescence; normalized: DMSO 0%, desferrioxamine 100%. activation, % at 7.5 µM (by protocol). hit rate 0.32% among 300,000. AID 1910;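 active = mean activation of at least 10% of the iron chelator positive control signal, with at least half of replicates also reaching 10%; inconclusive = mean and replicate majority disagree about reaching 10%; inactive = mean and most replicates under 10%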
HSP90 refold inh: HSP90 refolding inhibition in rabbit reticulocyte lysate. luciferase refolding luminescence, 3 h. inhibition, % at 5.6 µM. hit rate 0.91% among 290,000;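 active = inhibition above the screen-wide mean plus 3 SD, computed separately per campaign, cut at about 16% in these data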;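 note: 0% = DMSO wells and 100% = 60 µM geldanamycin wells; inhibitors lower the luminescence because luciferase stays unfolded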
aSyn UTR inh: MLPCN primary screen, SNCA 5' untranslated region | alpha-synuclein 5'UTR reporter, inhibitor activity | hit rate 0.82% among 300,000 | inhibition, % (tested at 7.5 µM); in the data active = inhibition above about 60%; inconclusive = no clear call, values can overlap the other calls;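 note: H4 neuroglioblastoma cells stably carrying SNCA 5'UTR luciferase fusion; 0% = DMSO wells and 100% = positive control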
* hit, by the source's call; ? = inconclusive; / = no result given.

SMILES | HSF1 activator | HSF1 inh | KLF5 inhibitor | GSK3B inh | IEC-6 cytotox | AI-2 QS mod | GSK3 alpha inh | HIF activator | HSP90 refold inh | aSyn UTR inh
COC(=O)c1ccc(NC(=O)CCc2c(C)nc3ncnn3c2C)cc1 | -3 | -2 | -13 | 1 | -6 | 14 | -4 | -0.1 | -2 | 25
COc1ccc(CC(=O)Nc2sc(Cc3ccccc3)c(C)c2C(N)=O)cc1 | 4 | -4 | 5 | -7 | 2 | 5 | -4 | -0.3 | 0 | 13
COc1ccc(S(=O)(=O)N2CCOC2CNC(=O)C(=O)NCc2ccccc2OC)cc1 (stereo unspecified) | -2 | 0 | -13 | 2 | 3 | 17 | -1 | 0.1 | 2 | 4
Cc1csc(NC(=O)c2ccc(Cl)nc2)n1 | -7 | -7 | -69 | 1 | 1 | 6 | -2 | 1.7 | 1 | -93
O=C(Nc1cc(S(=O)(=O)N2CCOCC2)ccc1N1CCOCC1)c1ccc(Cl)nc1 | -52 | -38 | -28 | 3 | 0 | 10 | -1 | 0.0 | -1 | 8
Cc1ccc2c(c1)COc1c3ccc(C(=O)N[C@@H](CO)C(C)C)cc3nn1-2 | 37 | 16 | / | 1 | / | 13 | 0 | 8.1 | / | -144
COc1cc2c(cc1OC)C(c1cc(Br)ccc1O)N(C(C)=O)CC2 (stereo unspecified) | -16 | 1 | / | 1 | / | 15 | -1 | -0.9 | / | -3
CCOC(=O)c1ccccc1OCc1cc(/C=N/NC(=O)c2ccncc2)ccc1OC | 9 | 3 | -30 | -6 | 2 | 6 | -3 | -0.4 | -4 | -12
O=C(Nc1ccc(Cl)cc1)NC1CCCCC1 | 18 | 23 | -63 | 1 | 2 | 10 | -5 | 3.1 | -2 | -175
O=C(CCn1nc(-c2ccc(Cl)cc2)c2ccccc2c1=O)NCC1CCCO1 (stereo unspecified) | 5 | 4 | -11 | 2 | -2 | 12 | 0 | -0.8 | -1 | 14
O=C(NC1CCCC1)C(c1cccnc1)N(C(=O)c1csnn1)c1ccccc1Cl (stereo unspecified) | -6 | -3 | -6 | 2 | 3 | 23 | 0 | -1.5 | 6 | -5
O=C(O)C1C2C=CC(C2)C1C(=O)NCCCN1CCOCC1 (stereo unspecified) | -6 | -6 | -53 | 3 | 1 | 19 | -2 | -0.3 | 0 | 7
COc1ccc(S(=O)(=O)N(CC(=O)NC2CCCCC2)c2ccc(F)cc2)cc1 | 17 | -1 | -21 | 2 | -2 | 25 | 4 | 0.2 | -1 | 15
N[C@@H](Cc1c[nH]c2ccccc12)C(=O)O | -49 | -37 | / | -2 | / | 3 | / | 0.0 | / | -44
CC1Cc2cc(/C(O)=C3\C(=O)C(=O)N(Cc4ccncc4)C3c3ccccc3F)ccc2O1 (stereo unspecified) | 4 | -9 | -24 | -2 | -2 | 39 | 1 | 1.0 | 4 | 14
CCn1c(CSc2nc(C)cc(C)n2)nnc1SCC(N)=O | 1 | -15 | -40 | 1 | 2 | 23 | 2 | 0.0 | -1 | -7
COCCn1c(SCC(=O)Nc2ccc(OC)cc2OC)nc2ccccc2c1=O | 3 | -6 | -24 | 0 | -2 | 5 | 3 | 1.0 | -1 | 13
COc1cc(OC)cc(C(=O)NC(C(=O)NCCN(C)C)C23CC4CC(CC(C4)C2)C3)c1 (stereo unspecified) | -3 | 3 | 3 | 1 | 3 | 28 | -5 | 0.3 | 1 | -11
O=C(NCC1CCCO1)c1nn2c(C(F)(F)F)cc(-c3cccs3)nc2c1Br (stereo unspecified) | -1 | -8 | -16 | 5 | -2 | 16 | -2 | 0.1 | -2 | 3
COc1ccc(C(c2nnnn2Cc2cccs2)N2CCN(c3ccccc3F)CC2)cc1 (stereo unspecified) | 17 | 3 | -47 | 2 | -5 | 35 | -2 | -1.3 | -2 | 23
NC1=NC(=O)C(Cc2ccc(F)cc2)S1 (stereo unspecified) | -3 | 2 | -3 | / | -4 | / | -6 | -5.3 | -1 | 5
O=C(NCC1CCCO1)c1ccc2ccccc2n1 (stereo unspecified) | -17 | 3 | -26 | 1 | 3 | 2 | -1 | 1.1 | 0 | -18
Cc1ccc(S(=O)(=O)Nc2ccccc2N(C)S(=O)(=O)c2ccc(C)cc2)cc1 | 6 | 2 | / | -8 | / | 3 | 2 | 0.3 | / | 9
O=P(O)(C(O)c1ccccc1)C(O)c1ccccc1 (stereo unspecified) | -2 | -2 | / | 0 | / | 37 | -41 | -1.1 | / | 13
O=C1Nc2ccc(Br)cc2/C1=C/c1ccc(C(=O)O)cc1 | 16 | -6 | -7 | -1 | 1 | 27 | 0 | -1.5 | 7 | -3
COc1cc(/C=C(\C#N)c2nc3ccccc3n2C)cc(OC)c1O | 19 | 6 | -7 | 0 | 9 | 5 | 4 | 0.5 | 2 | -45
N#Cc1c(N)nc2c(c1-c1ccncc1)CCCCC2 | -9 | -9 | -31 | 3 | 4 | 23 | -1 | 0.0 | -2 | 11
N#CC(C#N)=Cc1ccccc1OCc1ccccc1 | 4 | -5 | 1 | 3 | 2 | 12 | -1 | 1.0 | -3 | 1
COc1ccc(-c2noc(N(C)CC(=O)Nc3cccc(C(F)(F)F)c3)n2)cc1 | 33 | 20 | -43 | 4 | 1 | 13 | / | 1.4 | 1 | -76
O=C(NC(=S)Nc1ccc(N2CCOCC2)cc1)c1ccc2c(c1)OCCO2 | 18 | 9 | -26 | -1 | 2 | 30 | / | 0.1 | 0 | -2
CCCCn1c(SCC(=O)Nc2cc(C)on2)nnc1-c1ccncc1 | 11 | -5 | -16 | 1 | -6 | 21 | 1 | -0.3 | -3 | 11
COCCNC(=O)C(c1ccc(F)cc1)N(Cc1ccco1)C(=O)CCC(=O)Nc1nccs1 (stereo unspecified) | -11 | 1 | -4 | -5 | 3 | 18 | -3 | -0.2 | -2 | 9
Cc1cccc(C)c1NC(=O)CN(C)CC(=O)Nc1ccccc1Br | -5 | 7 | -8 | -22 | -6 | 10 | -3 | -2.4 | 4 | -20
Cc1cc(C)nc(/N=C2/NC(=O)CS2)n1 | 2 | 1 | -2 | -2 | 2 | 6 | 1 | 1.2 | -2 | 10
CCN(CC)CCCNC(=O)c1c(O)c2cc(F)cc3c2n(c1=O)C(C)CC3 (stereo unspecified) | -23 | -6 | -5 | -19 | 16 | -4 | 1 | 0.1 | -1 | -15
Oc1c(Cl)cc(Cl)cc1/C=N/NC(=S)NC1CC2C=CC1C2 (stereo unspecified) | 52* | 12 | 8 | 14 | 0 | 16 | -2 | 2.1 | -1 | 27
CN1CCN(c2ncnc3sc(-c4ccccc4)cc23)CC1 | 6 | 1 | -7 | 0 | 1 | 15 | 9 | 0.2 | 0 | 2
CC(=O)Nc1ccc(S(=O)(=O)N(C)CC(=O)Nc2cccc(S(=O)(=O)N3CCCC3)c2)cc1 | 1 | -1 | / | 5 | / | 10 | -3 | -0.5 | / | -8
CC1CCCN(S(=O)(=O)c2ccc(NC(=O)C3CC(=O)N(c4ccccc4)C3)cc2)C1 (stereo unspecified) | 15 | -10 | 8 | / | 0 | / | -3 | -14 | -2 | 15
COc1ccc2[nH]c(=O)c(CN(C)C(=O)c3ccncc3)cc2c1 | -21 | -5 | -7 | -6 | 3 | 12 | -6 | -0.1 | -1 | -9
Cn1cc(CN2CCC(n3nccc3NC(=O)c3ccccc3Cl)CC2)c2ccccc21 | -15 | 2 | -25 | 8 | -4 | 3 | -1 | -0.2 | 5 | 2
CCOC(=O)C1=C(C)NC2=C(C(=O)CC(C)(C)C2)C1c1cccc(C)n1 (stereo unspecified) | 4 | -4 | -28 | 0 | -2 | 15 | -2 | -0.5 | 0 | -11
O=C(Nc1nnc(SCC(=O)N2CCCc3ccccc32)s1)c1ccc2ccccc2c1 | ? | 30 | -17 | 2 | 1 | 4 | 0 | 1.8 | 4 | -43
O=C(CSc1nnnn1-c1ccc(O)cc1)Nc1ccc(N2CCOCC2)c(Cl)c1 | 6 | 4 | 4 | -6 | -3 | 22 | 2 | -0.6 | 7 | 0
COc1ccccc1Oc1ccc2c(c1)C(=O)N(c1ccc(O)cc1)C2=O | / | / | -25 | / | -5 | / | -2 | / | 2 | /
NS(=O)(=O)c1ccc(CCNC(=O)c2ccc(Br)s2)cc1 | 7 | 3 | -25 | 2 | -6 | 44 | -3 | -0.4 | -2 | -17
CCN1CCN(CCCNC(=O)c2ccc3c(c2)NC(=O)c2ccccc2S3)CC1 | -4 | 1 | 9 | 0 | 1 | 19 | 3 | 0.0 | -5 | 4
O=C(C(=O)N1CCN(c2ccccc2F)CC1)c1c[nH]c2ccccc12 | 16 | -3 | -4 | 2 | 5 | 22 | -4 | -0.2 | -1 | 7
O=C(O)c1ccc(Oc2ccccc2)o1 | 3 | -5 | -6 | -2 | 6 | 34 | -3 | 0.6 | 2 | 22
COc1ccc(CCN2CCCC(CN(C)C(=O)c3ccoc3C)C2)cc1 (stereo unspecified) | -15 | -5 | -15 | -1 | 2 | 11 | -2 | -0.3 | -3 | -6
N#C/C(=C\c1ccco1)C(=O)Nc1ccc(S(N)(=O)=O)cc1 | 8 | -5 | -23 | -1 | 3 | 48 | 0 | -1.2 | 1 | -16
O=C(NC1CC2CCCC(C1)N2C(=O)NC1CCCCC1)c1ccc(F)cc1 (stereo unspecified) | -4 | -6 | -5 | 0 | 12 | 7 | -2 | 0.3 | 3 | 8
CC(NC(=O)CSc1nc2ccccc2n1C)c1ccccc1 (stereo unspecified) | 1 | 6 | -21 | 3 | -2 | 23 | -2 | 0.5 | -5 | 1
Cc1cc(C)nc(SCc2nnc(SCC(=O)NCc3ccco3)n2-c2ccccc2)n1 | -5 | -14 | -20 | 0 | 0 | 29 | -1 | 0.1 | 1 | 29
O=C(NCCCN1CCCC1=O)c1cc(COc2ccc(F)cc2F)on1 | 9 | -2 | -27 | 3 | -6 | 15 | -2 | 0.1 | -6 | -50
Cc1cccc(-n2ncc3c(NCc4ccc5c(c4)OCO5)ncnc32)c1 | -5 | -8 | 1 | -1 | 1 | 19 | 2 | -0.1 | -1 | -9
COC(=O)c1cc(C(=O)NCC2CCCCC2)cc([N+](=O)[O-])c1 | -2 | 1 | 3 | 1 | 1 | 12 | -2 | -0.8 | -3 | 7
O=C(CCS(=O)(=O)c1ccccc1)Nc1nnc(-c2ccco2)o1 | -7 | -7 | -33 | 0 | -1 | 25 | -1 | 0.1 | -2 | 0
CCCCNC(=O)Nc1c(C(=O)OCC)[nH]c2ccccc12 | 11 | 0 | 0 | 0 | -3 | 1 | -1 | -0.7 | 2 | 25
O=c1cc(-c2ccc(O)cc2)oc2c(C3OCC(O)C(O)C3O)c(O)c(C3OC(CO)C(O)C(O)C3O)c(O)c12 (stereo unspecified) | 19 | 12 | / | 1 | / | 14 | 1 | 0.3 | / | 12
